CHRM5 agonist: human M5 muscarinic receptor agonists, primary screen, CHO-K1 cells, Fluo-8 calcium fluorescence. Muscarinic acetylcholine receptor M5 (Homo sapiens), P08912. CHO-K1 hM5 cells; 0% DMSO wells, 100% maximal acetylcholine response. activation, % at 3 µM. 360,000 compounds, 0.19% hits. AID 624037, 2012;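 active means activation above the run's mean over test compounds plus 3 SD, cut at about 23% in these data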;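 further: signal is peak over basal fluorescence ratio across the kinetic read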
M5 PAM: human M5 muscarinic receptor positive allosteric modulators, primary screen, CHO-K1 cells, Fluo-8 calcium fluorescence; Muscarinic acetylcholine receptor M5 (Homo sapiens), P08912; CHO-K1 hM5, ACh EC20 PAM; 0% = ACh EC20, 100% = ACh EC100; activation, % at 3 µM; 360,000 compounds, 0.3% hits;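 active means activation above the run cutoff, the mean activation of all test compounds plus 3 SD, cut at about 18% in these data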
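Replicates: One well per compound, no replicates | System: Human M5 receptor in CHO-K1 cells | Benchmarks: Low control EC20 acetylcholine (0%), high control EC100 acetylcholine (100%) | Probe or stimulus: Acetylcholine, EC20 level | Times: Fluo-8 loading 80 min at 37 °C plus 30 min room temperature | Signal: Intracellular calcium via Fluo-8 fluorescence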
CHRM5 antagonist: human M5 muscarinic receptor antagonists, primary screen, CHO cells, Fluo-8 calcium fluorescence | Muscarinic acetylcholine receptor M5 (Homo sapiens), P08912 | CHO-hM5 cells, ACh EC80 | inhibition, % at 3 µM | 360,000 compounds, 0.59% hits | AID 624040, 2012;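 active means inhibition above a per-plate cutoff, the mean of that plate's test compounds plus 3 SD, cut at about 27% in these data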;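 further: 0% = acetylcholine EC80 with DMSO and 100% = DMSO without agonist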
CRFR2-BP ag: agonists of CRF-BP/CRF-R2 complex, primary screen, cell-based, HEK293, calcium dye fluorescence, uHTS; CRF-binding protein / CRF receptor 2 complex (human); calcium dye fluorescence (FLIPR); percent of saturating CRF peptide response; activation, % at 13.2 µM; 350,000 compounds, 0.46% hits; AID 588473, 2011;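 active means activation of at least 50%, plus an integration ratio under a set limit after plate pattern correction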;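 further: plate controls were neutral control wells without compound for no effect and CRF at EC100 for full effect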
M4 ag: human M4 muscarinic receptor agonists, primary screen, CHO-K1 cells, Fluo-8 calcium fluorescence; CHO-K1 hM4/Gqi5; vehicle 0%, full acetylcholine response 100%; AID 624127, 2012; 360,000 compounds, 0.14% hits; activation, % at 3 µM;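 active means activation above the run mean over all test wells plus 3 SD, cut at about 32% in these data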;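 further: peak over basal fluorescence ratio per well then scaled between controls; 0% = DMSO wells and 100% = acetylcholine at EC100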
Target sequence (P08173 whole entry, looked up): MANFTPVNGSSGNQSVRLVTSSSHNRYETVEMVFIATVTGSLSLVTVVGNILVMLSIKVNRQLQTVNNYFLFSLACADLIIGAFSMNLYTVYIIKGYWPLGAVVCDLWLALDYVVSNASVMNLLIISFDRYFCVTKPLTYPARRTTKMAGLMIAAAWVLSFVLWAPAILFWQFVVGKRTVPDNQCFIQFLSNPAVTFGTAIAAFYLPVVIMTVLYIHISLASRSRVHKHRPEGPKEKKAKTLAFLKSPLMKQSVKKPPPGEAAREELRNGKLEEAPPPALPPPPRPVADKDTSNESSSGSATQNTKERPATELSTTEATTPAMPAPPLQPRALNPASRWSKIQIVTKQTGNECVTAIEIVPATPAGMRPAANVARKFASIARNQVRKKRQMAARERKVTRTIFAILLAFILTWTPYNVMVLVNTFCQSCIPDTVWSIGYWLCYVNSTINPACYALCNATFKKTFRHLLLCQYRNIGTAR
CHRM4 antagonist: human M4 muscarinic receptor antagonists, primary screen, CHO cells, Fluo-8 calcium fluorescence. inhibition, % at 3 µM. Muscarinic acetylcholine receptor M4 (Homo sapiens), P08173. CHO-hM4 cells, ACh EC80. 360,000 compounds, 0.73% hits;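 active means inhibition above its plate's cutoff, the mean inhibition of sample wells plus 3 SD, cut at about 27% in these data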;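 further: 0% = acetylcholine EC80 with DMSO and 100% = DMSO without agonist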
M1 PAM: human M1 muscarinic receptor positive allosteric modulators, primary screen, CHO-K1 cells, Fluo-8 calcium fluorescence, 1536-well; Muscarinic acetylcholine receptor M1 (Homo sapiens), P11229; CHO-K1 hM1, ACh EC20; 0% = ACh EC20, 100% = maximal ACh; activation, % at 3 µM; 360,000 compounds, 0.088% hits; in the data active means activation above about 19%, passing the limit was not always enough
Target sequence (P11229 whole entry, looked up): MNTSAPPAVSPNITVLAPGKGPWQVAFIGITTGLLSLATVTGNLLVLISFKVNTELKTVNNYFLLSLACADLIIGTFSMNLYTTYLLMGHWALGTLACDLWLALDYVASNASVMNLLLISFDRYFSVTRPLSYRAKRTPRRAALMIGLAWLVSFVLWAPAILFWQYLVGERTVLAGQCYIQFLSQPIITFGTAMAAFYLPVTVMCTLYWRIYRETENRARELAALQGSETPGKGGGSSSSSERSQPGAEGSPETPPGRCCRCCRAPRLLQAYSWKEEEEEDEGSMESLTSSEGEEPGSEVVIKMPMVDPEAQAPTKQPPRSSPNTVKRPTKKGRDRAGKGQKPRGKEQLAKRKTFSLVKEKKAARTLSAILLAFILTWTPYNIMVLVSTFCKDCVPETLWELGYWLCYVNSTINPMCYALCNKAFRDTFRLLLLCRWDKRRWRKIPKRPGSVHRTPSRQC
M4 PAM: human M4 muscarinic receptor positive allosteric modulators, primary screen, CHO-K1 cells, Fluo-8 calcium fluorescence | activation, % at 3 µM | Muscarinic acetylcholine receptor M4 (Homo sapiens), P08173 | CHO-K1 hM4/Gqi5, ACh EC20; 0% = ACh EC20, 100% = maximal ACh | AID 624126, 2012 | 360,000 compounds, 0.4% hits;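 active means activation above its plate's cutoff, the mean activation of sample wells plus 3 SD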; further: some results filed as inactive read as strong as hits
CRFBP-R2 block: antagonists of CRF-BP/CRF-R2 complex, primary screen, cell-based, HEK293, calcium dye fluorescence, uHTS; 350,000 compounds, 0.59% hits; inhibition, % at 11.8 µM; AID 588475, 2011; CRF-induced calcium fluorescence;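 active means inhibition of the ligand-induced calcium signal above about 50% at the single tested concentration, limit read from the data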
* = called active by the depositor; . = not tested or not shown.

SMILES	CHRM5 agonist	M5 PAM	CHRM5 antagonist	CRFR2-BP ag	M4 ag	CHRM4 antagonist	M1 PAM	M4 PAM	CRFBP-R2 block
O=C1OCc2ccc(NC(=O)c3sccc3Cl)cc21	0	6	3	0.2	1	-1	7	0	-3
COc1ccc(C(OC(=O)c2ccco2)C(=O)NC2CCCC2)cc1OC (stereo unspecified)	-4	4	3	0.9	0	0	9	13	3
CC(C)CN1CCC(C(=O)NCC2CCCO2)CC1 (stereo unspecified)	1	-6	-1	0.1	0	-1	6	13	0
Cc1ccc(CSCCNC(=O)c2ccc(NS(C)(=O)=O)cc2)cc1	-2	1	7	-0.6	2	3	3	-1	-3
Cc1ccc(SCc2nc(-c3ccncc3)no2)cc1	-1	-4	3	4.7	2	-2	2	2	-18
CCCCc1nc2cc(C(=O)N3CCCC3)ccc2o1	-4	-1	2	-1.5	0	3	1	6	13
Cc1noc(C)c1C(=O)N1CCc2ccccc21	-3	2	8	1.3	1	5	10	1	12
COc1ccc(OC)c(NC(=S)N2c3ccccc3CC2C)c1 (stereo unspecified)	1	3	-4	-1.7	0	-4	8	1	0
CC(=O)c1cccc(NC(=O)C(C)N2CCc3ccccc3C2)c1 (stereo unspecified)	0	0	-13	-0.4	1	6	7	16	-6
Cc1noc(C)c1NC(=O)N(C)C[C@H]1Oc2ccc(NS(=O)(=O)c3c(C)noc3C)cc2C(=O)N([C@H](C)CO)C[C@@H]1C	6	-1	4	-1.2	1	5	4	-1	6
Cc1[nH]c(=O)[nH]c(=O)c1S(=O)(=O)N1CCCC(C(=O)NCCc2ccc(Cl)cc2)C1 (stereo unspecified)	-4	7	-1	0.2	0	-6	5	7	9
C=CCn1c(C)cc(C2=NNC(=NC(C)(C)C)SC2)c1C	-2	-7	8	-2.9	1	0	12	-4	-7
COc1ccccc1NS(=O)(=O)c1cccc(C(=O)NCC2(N3CCCCC3)CCCCC2)c1	-7	2	5	-0.3	0	-5	-3	5	3
CCc1ccc(S(=O)(=O)N2CCCC(N3CCN(c4ccc(OC)cc4)CC3)C2)cc1 (stereo unspecified)	-4	-6	8	-1.8	2	-6	5	-2	9
COc1cc([N+](=O)[O-])ccc1NC(=O)/C=C\C(=O)O	0	4	-2	-0.2	0	0	5	-2	16
COc1ccc(-c2cc(C)nc3c(-c4ccccc4)cnn23)cc1	0	3	8	0.1	0	4	0	0	-5
CN1C(=O)/C(=C2\SC(N3CCCCCC3)=NC2=O)c2ccccc21	4	-2	-3	-6.5	4	-2	15	-2	27
Cc1cccc(-n2c(SCC(=O)N3CCC(C(=O)O)CC3)nc3ccccc3c2=O)c1C	-1	1	14	1.7	-1	11	12	0	2
O=C(Nc1ccccc1)c1nc[nH]c1C(=O)NCCCCCCNC(=O)c1[nH]cnc1C(=O)Nc1ccccc1	3	9	1	3.3	1	0	4	5	-10
Oc1[nH]c2ccccc2c1N=Nc1c(F)c(F)c(Cl)c(F)c1F	-2	-5	21	-0.7	1	-1	10	3	-5
NC(=O)c1ccsc1NC(=O)C1CC1	-1	-2	1	-2.4	0	-11	11	1	-2
Cc1cc(NC(=O)CSc2nc(N)c(NC(=O)c3ccc(F)c(F)c3)c(=O)[nH]2)no1	-2	0	13	0.4	0	8	-4	-2	-15
O=C(Nc1ncc(Cc2ccccc2)s1)C1COc2ccccc2O1 (stereo unspecified)	-1	-1	-6	13	2	-10	-2	5	-42
COC(=O)C1=CN(Cc2cccs2)C=C(C(=O)OC)C1c1ccc(OC)cc1OC	-4	-15	27*	-2.3	-1	-3	1	1	21
CC(C)c1ccc(CNNC(=O)c2ccccc2)cc1	-3	-5	2	-1.4	1	8	1	-2	8
Later entries:
SMILES	CHRM5 agonist	M5 PAM	CHRM5 antagonist	CRFR2-BP ag	M4 ag	CHRM4 antagonist	M1 PAM	M4 PAM	CRFBP-R2 block
COc1ccc(/C(C)=N/NC(=O)c2nnn(-c3nonc3N)c2-c2cccs2)cc1OC	-1	-4	8	0.5	0	1	2	-2	-13
CS(=O)(=O)N(CC(N)=O)Cc1ccc(Cl)cc1	2	4	-5	1.0	0	8	5	4	-7
CCOP(=O)(c1ccccc1Cl)C1(O)CCCCC1 (stereo unspecified)	-1	1	-4	-0.2	1	7	2	-1	-10
O=C(/C=C/c1ccccc1)N/C(=C/c1ccccc1)C(=O)N1CCCCC1	0	-8	1	-1.7	2	0	4	-7	-49
Cc1sc(NC(=O)C2=COCCO2)nc1-c1ccc(F)cc1	0	8	-3	-0.4	1	-5	15	17	-13
Cc1ccc(NC(=O)c2ncn(CCCNCCCN3CCCC3=O)n2)cc1C	-1	3	-7	-2.0	0	-4	11	6	-14
Cn1nc(C(=O)Nc2nc3ccccc3[nH]2)c2ccccc2c1=O	-2	-9	-2	-2.5	8	-6	-3	-16	-8
O=C(COC(=O)c1cc[n+]([O-])cc1)Nc1ccccc1Sc1ccccc1	1	2	14	-1.2	0	-8	2	11	-3
CSCc1cc(N(C)c2ccccc2)nc(-c2ccccn2)n1	0	-2	4	-2.7	2	1	7	-5	10
C=CCc1cc(/C=N\NC(=O)CSc2nnc(CCCc3ccc(OC)c(C)c3)o2)cc(OC)c1O	0	-2	-5	1.1	0	2	2	0	10
Cc1coc2c(C)c3oc(=O)c(CCC(=O)NCCCN4CCOCC4)c(C)c3cc12	-1	6	2	-1.2	2	-8	5	5	7
O=C(Cn1c(=O)oc2ccc(Cl)cc21)NC1CCCCC1	-2	2	5	-1.6	1	-1	-1	-2	5
CCOC(=O)C1CCN(C(=O)Cn2nc(C)c3c(C)n(-c4ccccc4)nc3c2=O)CC1	-3	4	-5	0.1	0	9	8	-1	1
COC(=O)[C@H](Cc1c[nH]c2ccccc12)NC(=O)Nc1ccccc1OC	1	-10	8	0.4	9	-3	0	-20	-7
N#CCCn1nnc2ccccc21	-1	1	0	0.2	1	-9	8	1	4
CSc1nc2sc3c(c2c(=O)n1C1CCCCC1)CCN(C)C3	-11	7	-3	0.7	0	2	-23	-7	10
CCCN1C(=O)/C(=C/c2ccc(OCC(=O)OCC)cc2)NC1=S	7	-8	12	0.7	17	-2	4	-9	-13
CS(=O)(=O)c1ccc(Cl)c(NC(=O)Nc2ccccc2)c1	3	3	-7	-7.3	2	-4	2	-2	9
O=S(=O)(O)C(c1ccccc1)C1(O)CCCCC1 (stereo unspecified)	-3	-4	15	1.6	0	-1	3	-1	10
Cc1ccc2c(c1)N(CC(=O)NCC1CCCO1)C(=O)C(C(C)C)O2 (stereo unspecified)	-2	7	2	1.1	1	10	7	-6	-22
CC1(c2ccccc2Cl)NC(=O)N(CC(=O)NCc2ccc3c(c2)OCO3)C1=O (stereo unspecified)	-1	10	-7	-2.2	4	-14	29*	0	8
Cn1cc(C(=O)C(F)(F)F)c2ccccc21	-4	1	-4	-2.6	1	0	-4	0	12
CCCc1cc2c(cc1NC(=O)c1ccc(C)cc1)OCO2	-6	0	1	-0.1	-2	7	1	6	-1
COc1ccc(NC(=O)C(=O)NCc2ccncc2)c(OC)c1	0	2	-2	-2.7	1	9	-4	0	14
COc1cc(F)ccc1-c1cc(C(=O)Nc2cc(OC)c(OC)c(OC)c2)[nH]n1	2	-4	-1	.	9	-19	3	-4	.

Entries listed so far with a Cl atom (8):
SMILES	CHRM5 agonist	M5 PAM	CHRM5 antagonist	CRFR2-BP ag	M4 ag	CHRM4 antagonist	M1 PAM	M4 PAM	CRFBP-R2 block
O=C1OCc2ccc(NC(=O)c3sccc3Cl)cc21	0	6	3	0.2	1	-1	7	0	-3
Cc1[nH]c(=O)[nH]c(=O)c1S(=O)(=O)N1CCCC(C(=O)NCCc2ccc(Cl)cc2)C1 (stereo unspecified)	-4	7	-1	0.2	0	-6	5	7	9
Oc1[nH]c2ccccc2c1N=Nc1c(F)c(F)c(Cl)c(F)c1F	-2	-5	21	-0.7	1	-1	10	3	-5
CS(=O)(=O)N(CC(N)=O)Cc1ccc(Cl)cc1	2	4	-5	1.0	0	8	5	4	-7
CCOP(=O)(c1ccccc1Cl)C1(O)CCCCC1 (stereo unspecified)	-1	1	-4	-0.2	1	7	2	-1	-10
O=C(Cn1c(=O)oc2ccc(Cl)cc21)NC1CCCCC1	-2	2	5	-1.6	1	-1	-1	-2	5
CS(=O)(=O)c1ccc(Cl)c(NC(=O)Nc2ccccc2)c1	3	3	-7	-7.3	2	-4	2	-2	9
CC1(c2ccccc2Cl)NC(=O)N(CC(=O)NCc2ccc3c(c2)OCO3)C1=O (stereo unspecified)	-1	10	-7	-2.2	4	-14	29*	0	8

Next compounds
SMILES	CHRM5 agonist	M5 PAM	CHRM5 antagonist	CRFR2-BP ag	M4 ag	CHRM4 antagonist	M1 PAM	M4 PAM	CRFBP-R2 block
Cc1ccc(NC(=O)CN2CCc3ccccc3C2)cc1F	0	3	0	-2.2	-1	14	0	-6	-16
COc1ccccc1NS(=O)(=O)c1cc(NC(=O)c2ccccc2[N+](=O)[O-])ccc1N1CCOCC1	1	-23	13	-1.3	14	8	-6	-6	0
O=C1CCCN1CN(C(=O)c1ccc2c(c1)OCO2)c1ccc(F)cc1	-1	1	-1	1.0	-1	5	4	-4	5
O=S(=O)(Nc1nc2ccccc2nc1Cl)c1ccc2ccccc2c1	-1	-9	-3	-1.5	3	-1	2	-3	36
c1ccc2c(c1)ccc1ccccc12	0	2	2	0.2	6	-7	2	8	9
COC(=O)NNS(=O)(=O)c1ccc(C)cc1	2	0	-3	3.8	0	-7	-3	-2	-11
CCc1c(C)nc2[nH]nc(-c3ccccc3)n2c1=O	0	-2	-9	1.5	1	-4	3	2	-4
O=C(Cn1nnc(-c2ccccc2)n1)c1ccccc1	-1	-1	-1	0.1	-1	-5	1	-3	-10
